# Screens: PubChem BioAssay, National Center for Advancing Translational Sciences (NCATS)
# DT40 TDP1 no CPT: qHTS for Inhibitors of human tyrosyl-DNA phosphodiesterase 1 (TDP1): qHTS in cells in absence of CPT. DT40 Tdp1-/- hTDP1 cells, no CPT, ATP luminescence, 48 h. AID 686978, 2013. actives 15% (n = 420,000). Potency, µM (titrated, usually from 46.2 µM), for inactives: at the top dose activity change, negative = growth inhibition, usual class: inhibitors; also: nearly all actives have a fitted effect of over 55% in size
#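 Chicken DT40 Tdp1-/- cells stably complemented with human TDP1 were seeded at 400 cells/well with DMSO in place of 20 nM camptothecin. After compound pinning, cells grew at least 48 hr at 37 °C; viability read by CellTiter-Glo luminescence.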
# DT40 TDP1 CPT: qHTS for Inhibitors of human tyrosyl-DNA phosphodiesterase 1 (TDP1): qHTS in cells in presence of CPT. chicken DT40 Tdp1-/-;hTDP1 cells + 20 nM CPT, ATP luminescence, 48 h. Potency, µM (series often up to 46.2 µM), for inactives: at the highest dose activity change, negative = growth inhibition, actives largely listed as inhibitors. actives 12% (n = 420,000); also: nearly all actives have a fitted effect of over 55% in size
#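 Chicken DT40 Tdp1-/- cells stably complemented with human TDP1 were seeded at 400 cells/well in medium containing 20 nM camptothecin, exposed to pin-transferred compounds, and grown at 37 °C for at least 48 hr. Viability was read as ATP luminescence.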
# KAT2A inh: qHTS Assay for Inhibitors of GCN5L2; GCN5L2 HAT assay, ThioGlo1 CoA-SH fluorescence; Potency, µM (titrated, usually from 58.9 µM), without a hit: top-dose activity change, negative = inhibition, hits mostly inhibitors; actives 0.21% (n = 390,000)
# Target sequence (Q92830 whole entry, looked up): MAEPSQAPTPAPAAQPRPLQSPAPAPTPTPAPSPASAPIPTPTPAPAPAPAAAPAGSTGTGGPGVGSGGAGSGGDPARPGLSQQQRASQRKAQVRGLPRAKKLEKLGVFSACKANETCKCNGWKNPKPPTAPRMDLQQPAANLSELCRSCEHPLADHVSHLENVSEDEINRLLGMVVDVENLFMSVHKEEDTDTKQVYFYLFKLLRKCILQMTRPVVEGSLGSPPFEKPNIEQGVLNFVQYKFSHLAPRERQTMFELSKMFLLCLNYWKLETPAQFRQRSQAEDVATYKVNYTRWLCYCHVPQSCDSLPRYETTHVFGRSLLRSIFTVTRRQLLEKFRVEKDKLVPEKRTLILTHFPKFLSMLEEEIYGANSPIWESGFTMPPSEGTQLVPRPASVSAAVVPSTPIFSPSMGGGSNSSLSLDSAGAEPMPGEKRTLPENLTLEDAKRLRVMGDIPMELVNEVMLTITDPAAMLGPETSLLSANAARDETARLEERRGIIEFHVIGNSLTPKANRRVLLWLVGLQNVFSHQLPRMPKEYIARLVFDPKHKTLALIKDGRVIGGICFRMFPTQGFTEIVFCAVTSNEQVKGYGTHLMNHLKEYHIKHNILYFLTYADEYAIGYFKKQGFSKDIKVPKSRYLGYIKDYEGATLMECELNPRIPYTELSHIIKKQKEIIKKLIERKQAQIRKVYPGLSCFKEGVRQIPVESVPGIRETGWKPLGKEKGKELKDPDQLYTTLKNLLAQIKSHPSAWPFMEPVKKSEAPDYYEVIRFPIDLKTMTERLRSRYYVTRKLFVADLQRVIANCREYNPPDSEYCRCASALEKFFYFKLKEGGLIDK
#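 Enzyme at 20nM final was mixed with library compounds for 15 min at room temperature. Peptide H3(1-25) at 75uM, acetyl-CoA at 70uM and ThioGlo1 at 50uM were then added. Plates were read immediately and after 20 min (Ex340nm/Em540nm).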
# * hit, by the source's call; ? = inconclusive; nt = no result given; & = joins results of further samples; [ ] = remark or other dose. Calls follow the shape of the dose curve; as a rule, active = well fitted curve in the direction sought with a large enough effect; inconclusive = small, poorly fitted or top-dose-only effect, or another doubt; inactive = no such curve, though single readings can be large; an effect the other way counts as inactive or inconclusive. % is scaled to controls: 0 for no effect and ±100 for the full control effect; potency is read from the fitted curve at half-maximal effect. An excerpt. The share of hits here may be higher or lower than overall.
SMILES,DT40 TDP1 no CPT,DT40 TDP1 CPT,KAT2A inh
COc1ccc(OC)c(CNC(=O)Cc2ccc(NC(=O)N3CCCCc4ccccc43)cc2)c1,9.2µM*,12µM*,-7%
Cn1cccc1-c1nc2ccc([N+](=O)[O-])cc2[nH]1,?,-1%,-9%
O=C(c1ccccc1)N(Cc1cccc(Br)c1)C1CCS(=O)(=O)C1 (stereo unspecified),3%,-3%,-6%
Cc1ccccc1CC1CCN(CCCNC(=O)Nc2ccccc2)CC1,?,?,1%
O=C(CSc1ccc(-c2ccco2)nn1)Nc1ccc(F)cc1,?,?,-15%
Cc1ccc2oc3ccccc3c(=O)c2c1,1%,3%,nt
COc1ccc(C2CC=C(C(C)=O)CN2S(=O)(=O)c2ccc(Cl)cc2)cc1 (stereo unspecified),16µM*,16µM*,nt
CCOC(=O)c1c(C)[nH]c(C(=O)COC(=O)COc2ccc(OC)cc2)c1C,3%,-3%,1%
COc1ccc(S(=O)(=O)N2CCC(C(=O)NCCc3ccccc3)CC2)cc1,-10%,-18%,-4%
Oc1cc(-n2cccn2)c(O)cc1-n1cccn1,4.1µM*,5.8µM*,-7%
C[N+]1(CCCOC(=O)C2(c3ccccc3)CCCC2)CCOCC1,-17%,1%,-10%
Cc1ccc(OCCCCCCN2CCNCC2)c(Br)c1,21µM*,?,nt
Cc1ccc(NC(=O)C(C)Sc2nnc(C)n2CC2CCCO2)cc1 (stereo unspecified),-14%,0%,-6%
O=C(Cn1c(=O)n(CCCC(=O)NC2CCCC2)c(=O)c2ccccc21)NCCC1=CCCCC1,-5%,-26%,-14%
O=C(c1ccc2c(c1)OCO2)C1CCCN(C(=O)NCc2ccccc2)C1 (stereo unspecified),-18%,?,1%
CCCSc1nnc(NC(=O)c2nc(SC)ncc2Cl)s1,-2%,-15%,-8%[0.501 µM]
Cc1ccc(NC2CCCN(C(=O)c3cn4cccc(C)c4n3)C2)cc1C (stereo unspecified),3%,2%,-2%
COc1cccc(-n2nnc3c(=O)n(Cc4ccc(Br)cc4)cnc32)c1,-27%,?,-9%
CC(=O)Nc1cccc(-c2csc(Nc3cc(C)ccn3)n2)c1,?,?,-2%
COc1ccc(/C=C2\SC(=Nc3ccccc3OC)NC2=O)cc1,?,23µM*,-1%
CCO[C@H]1OC(C(=O)N2CCCCCCC2)=C[C@@H](c2ccccc2)[C@@H]1CCCO,?,?,-1%
Cc1ccc2[nH]c(C(=O)N3CCN(C=O)CC3)cc2c1,3%,-8%,-8%
COc1ccc(S(=O)(=O)NC2CCSc3ccccc32)cc1NC(C)=O (stereo unspecified),-21%,-11%,-4%
COc1ccc(CC(=O)NCc2n[nH]c(=S)n2-c2cccc(C)c2)cc1,0%,-29%,-1%
Cc1ccc(SCC(=O)NCc2cccnc2)cc1,-6%,-6%,-1%
COCCNC(=O)Cn1cc(S(=O)(=O)Cc2ccccc2Cl)c2ccccc21,-12%,-23%,-7%
Cc1ccc(NC(=O)COC(=O)CC2SC(N3CCCC3)=NC2=O)cc1 (stereo unspecified),0%,3%,2%
COCCSc1ccccc1C(=O)Nc1ccc(Br)cc1,?,?,-4%
COc1ccc(OCC(=O)NC(=S)NNC(=O)COc2ccc(Br)cc2Cl)cc1,?,-7%,-1%
CN(CCCC1CCCC1)C(=O)CCc1nnc(-c2ccccc2)o1,?,-28%,-6%
COc1ccc(CC(=O)N(CCC2=CCCCC2)c2c(N)n(Cc3ccccc3)c(=O)[nH]c2=O)cc1OC,-11%,-16%,-8%
CC1CCN(S(=O)(=O)c2ccc(C(=O)Nc3ccccn3)cc2)CC1,?,-2%,-25%
Cc1ccc(-n2nc(C)c3c(C)c(CCC(=O)NCCCOC(C)C)c(C)nc32)cc1,?,23µM*,2%
Cc1cccc(OCC(=O)O/N=C(\N)c2ccc(Cl)cc2)c1,-19%,4%,-1%
CN1/C(=C\C(=O)COC(=O)c2ccc(O)c(O)c2)C(C)(C)c2ccccc21,6.5µM*,6.5µM*,-10%
Cc1ccnc(NC(=O)CCCOc2cc(=O)n(C)c3ccccc23)c1,?,?,28%

# 3 compounds already listed, sorted by formula weight, lowest first:
SMILES,DT40 TDP1 no CPT,DT40 TDP1 CPT,KAT2A inh
Cc1cccc(OCC(=O)O/N=C(\N)c2ccc(Cl)cc2)c1,-19%,4%,-1%
CC1CCN(S(=O)(=O)c2ccc(C(=O)Nc3ccccn3)cc2)CC1,?,-2%,-25%
COCCSc1ccccc1C(=O)Nc1ccc(Br)cc1,?,?,-4%

# Other structures follow.
SMILES,DT40 TDP1 no CPT,DT40 TDP1 CPT,KAT2A inh
CCOCCCNC(=O)CC1Oc2ccc(C)cc2NC1=O (stereo unspecified),-18%,-7%,-10%
COC(=O)[C@@]1(Cc2ccc(F)cc2)[C@H]2c3cc(C(=O)N(C)C)n(CCO)c3C[C@H]2CN1C(=O)c1ccccc1,-25%,-8%,nt
Cc1n[nH]c(C)c1S(=O)(=O)Nc1ccc2c(c1)OCCO2,-16%,13%,0%
CCC(Oc1ccccc1)C(=O)Nc1ccccc1C(=O)N1CCOCC1 (stereo unspecified),-5%,2%,-14%
CCn1nc(C)cc1C(=O)N1CCCC(C(=O)c2ccc(Oc3ccccc3)cc2)C1 (stereo unspecified),?,?,-9%
NS(=O)(=O)c1ccc(CCNCC(=O)N2CCC(Cc3ccccc3)CC2)cc1,1%,-26%,-10%
COc1ccc(-c2ccc(SCC(=O)Nc3cccc(C(C)=O)c3)nn2)cc1OC,18µM*,13µM*,-8%
CCc1ccc(-c2cc(C)no2)cc1S(=O)(=O)N1CCN(c2cccc(C)c2C)CC1,?,23µM*,-7%
CC1(C)CC[C@]2(CO)CC[C@]3(C)C(=CCC4[C@@]5(C)CC[C@H](O)[C@@](C)(CO)C5CC[C@]43C)[C@@H]2C1 (stereo partly specified),?,?,1%
C/C(=N\NS(=O)(=O)c1ccc(C)cc1)c1ccc(C)o1,7%,-1%,-2%
COC(=O)c1ccccc1NC(=O)CN1CCCCC1,-19%,-3%,-3%
CN1CCN(C2CN(Cc3ccc(F)cc3)S(=O)(=O)C2)CC1 (stereo unspecified),-18%,8%,nt
COc1cccc(NC(=O)CN(c2cccc(F)c2)S(C)(=O)=O)c1,-5%,10%,-1%
Cc1ccc([N+](=O)[O-])cc1NC(=O)Cc1ccc(F)cc1,1%,-14%,-4%
CC(=O)Nc1ccc(NC(=O)CSc2nnc(N)n2-c2ccccc2)cc1,-4%,11%,nt
O=c1onc2cnc3ccccc3n12,13µM*,?,-7%
COc1ccc(-c2cn(Cc3ccc(C(N)=O)cc3)c(-c3ccncc3)n2)cc1,-12%,-26%,-10%
COc1ccc(-c2cc(=O)oc3cc(OC(C)C(=O)NCC4CCC(C(=O)O)CC4)ccc23)cc1 (stereo unspecified),-16%,-18%,-9%
CCCCNC(=S)NNC(=O)CCn1cc(C)cn1,-22%,-12%,1%
CCCC1Cc2nc(Cl)c(C#N)cc2CO1 (stereo unspecified),-3%,2%,-19%
O=c1cc(CSc2ccccc2)[nH]c(=S)[nH]1,-21%,-2%,-5%
COC(=O)c1nc2n(n1)C(c1ccc(OC)c(OC)c1)C(C(=O)OC1CCCCC1)=C(C)N2 (stereo unspecified),?,-23%,-1%
O=C(CCN1C(=O)c2ccccc2C1=O)NC(=S)Nc1cccc(Cl)c1,-19%,-22%,-9%
O=C(NNC(=O)c1ccco1)c1ccccc1,-12%,-14%,34%[activator]

# Profiles, looked up by structure. Order of screens: DT40 TDP1 no CPT | DT40 TDP1 CPT | KAT2A inh
# COc1cccc(NC(=O)CN(c2cccc(F)c2)S(C)(=O)=O)c1 in the list: -5% | 10% | -1%
# Cc1ccc([N+](=O)[O-])cc1NC(=O)Cc1ccc(F)cc1 in the list: 1% | -14% | -4%

# Other compounds:
SMILES,DT40 TDP1 no CPT,DT40 TDP1 CPT,KAT2A inh
CCOC(=O)c1nnsc1N,-1%,-1%,-2%
CCCCC1CCC(C(=O)OCC(=O)N(CCOC)c2c(N)n(Cc3ccccc3)c(=O)[nH]c2=O)CC1 (stereo unspecified),?,?,2%
Cc1cccc(/C=N/NC(=O)C2CCCNC2=O)c1 (stereo unspecified),-23%,-4%,-5%
COC(=O)/C=C/c1ccc(C(=O)NCC(=O)N[C@@H](CCC(=O)OC)C(=O)N[C@@H](CC(C)C)C(N)=O)cc1,2%,-8%,-15%&-16%
C/C(=N/Nc1nc(C)cc(-c2ccccc2)n1)c1ccco1,?,21µM*,-4%
CCCNC(=O)C1(C)CCN1C(=O)Cc1ccc(C(C)C)cc1 (stereo unspecified),?,-27%,nt
CC(=O)Nc1c([N+](=O)[O-])cc2c3c(cccc13)CC2,-18%,-20%,nt
O=C(c1cccnc1)N(Cc1ccccc1)c1ccccc1,-25%,?,-3%
COc1ccc(C2CC(c3ccccc3)Nc3nc(NC(=O)c4ccco4)nn32)cc1 (stereo unspecified),-26%,-11%,1%
COc1cccc2c1OC1(C)CC2N(C(=O)c2ccco2)C(=S)N1c1ccc(F)cc1 (stereo unspecified),-13%,-21%,-15%
CC1CCCC(C)N1C(=O)CSc1nc2c(c(=O)n(C)c(=O)n2C)n1C (stereo unspecified),-17%,2%,-5%
O=C(Cn1c(CO)nc2ccccc21)NCc1ccc2c(c1)OCO2,-15%,-9%,-3%
CCSc1nnc(NC(=O)CSc2nnc(CNC(=O)c3ccc(OC)c(OC)c3)o2)s1,-9%,-16%,-5%
COCCC(=O)N1CCC(Oc2ccc(C(=O)N3C[C@@H](C)O[C@@H](C)C3)cc2)CC1,-5%,-8%,?
CCN(C(=O)CSc1nc2ccccc2[nH]1)C1CCS(=O)(=O)C1 (stereo unspecified),10%,6%,-2%
O=C(C1CCN(S(=O)(=O)c2cccs2)CC1)N1CCN(c2ccccc2O)CC1,?,15µM*,-3%
COc1nc(=O)n(C2CCCO2)cc1C (stereo unspecified),-29%,18%,nt
Cc1ccccc1-n1c(C)c(C#N)c(=O)c(-[n+]2ccccc2)c1[S-],22%,-1%,-2%
Cc1nc2ncnn2c(Nc2ccc3c(c2)OCO3)c1Cc1ccccc1,?,?,-5%
Cc1nc2ccccc2c2oc(C(=O)NCCN3CCCCC3C)cc12 (stereo unspecified),16µM*,?,-3%
CC(C)CN(C(=O)CSc1nnc(-c2cccs2)n1C1CC1)C1CCS(=O)(=O)C1 (stereo unspecified),-15%,6%,nt
Cc1cc(OC(C)C(=O)NCc2cccnc2)c2c(C)c(Cc3ccccc3)c(=O)oc2c1 (stereo unspecified),-10%,?,2%
CCOC(=O)c1c(N)c(C#N)cn1-c1ccccc1,1%,-30%,-4%
Cc1ccc2ccc(S(=O)(=O)NCc3ccccn3)cc2c1,?,?,-6%

# By substructure: those above with a nitro group on carbon
SMILES,DT40 TDP1 no CPT,DT40 TDP1 CPT,KAT2A inh
Cn1cccc1-c1nc2ccc([N+](=O)[O-])cc2[nH]1,?,-1%,-9%
Cc1ccc([N+](=O)[O-])cc1NC(=O)Cc1ccc(F)cc1,1%,-14%,-4%
CC(=O)Nc1c([N+](=O)[O-])cc2c3c(cccc13)CC2,-18%,-20%,nt

# (cont.)
SMILES,DT40 TDP1 no CPT,DT40 TDP1 CPT,KAT2A inh
Cc1cccc(-c2ccc3c(c2)C2CC3CCN2Cc2ccc3c(c2)OCO3)c1 (stereo unspecified),?,?,nt
O=c1c2ccccc2n(Cc2ccccc2F)c(=O)n1-c1cccc(F)c1,15µM*,?,-5%
COCCn1c(-c2ccc(Br)cc2)nc2oc3cc(OC)ccc3c(=O)c2c1=O,?,?,-3%
Cn1cc(S(=O)(=O)NC2CCCC2)c(=O)n(C)c1=O,-4%,7%,-7%
COC(=O)CC1SC(=O)NC1=Nc1cccc(C)c1 (stereo unspecified),10%,8%,?
